# Assay outcomes as filed in PubChem.
# BAP1 block = inhibitors of BAP1 deubiquitinase, primary screen, biochemical, Ub-AMC fluorescence, kinetic; activity remaining (% of control), % at 20 µM; 72,000 tested, 0.48% active; recombinant BAP1, Ub-AMC hydrolysis fluorescence kinetic; active compounds read low; Ubiquitin carboxyl-terminal hydrolase BAP1 (Homo sapiens), Q92560;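 active = activity remaining at or below 50% of control, provided the compound also passes the data quality filters; inactive = the rest, including low values that fail the filters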;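 also: 100% = DMSO wells rate and 0% = substrate alone blank rate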
# Target sequence (Q92560 whole entry, looked up): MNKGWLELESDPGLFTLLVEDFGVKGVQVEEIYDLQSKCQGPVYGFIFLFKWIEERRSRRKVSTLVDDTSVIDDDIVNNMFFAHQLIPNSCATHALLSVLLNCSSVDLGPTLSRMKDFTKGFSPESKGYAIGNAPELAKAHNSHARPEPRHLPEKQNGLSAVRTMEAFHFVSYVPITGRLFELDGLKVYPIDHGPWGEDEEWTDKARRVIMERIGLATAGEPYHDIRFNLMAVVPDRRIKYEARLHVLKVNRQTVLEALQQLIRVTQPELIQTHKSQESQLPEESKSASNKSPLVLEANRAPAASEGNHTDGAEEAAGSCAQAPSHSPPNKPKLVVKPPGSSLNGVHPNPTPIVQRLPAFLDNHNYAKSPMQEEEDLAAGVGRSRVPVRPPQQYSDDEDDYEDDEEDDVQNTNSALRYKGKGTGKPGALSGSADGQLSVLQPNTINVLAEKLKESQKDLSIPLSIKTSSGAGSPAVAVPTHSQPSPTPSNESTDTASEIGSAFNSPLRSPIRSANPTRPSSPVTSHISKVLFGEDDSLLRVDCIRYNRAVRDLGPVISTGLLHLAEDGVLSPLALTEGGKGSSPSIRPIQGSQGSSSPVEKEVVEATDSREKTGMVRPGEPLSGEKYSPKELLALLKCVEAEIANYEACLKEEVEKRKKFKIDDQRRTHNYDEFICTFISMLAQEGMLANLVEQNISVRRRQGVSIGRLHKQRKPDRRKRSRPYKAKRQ
# HePTP inh = inhibitors of human HePTP phosphatase, primary screen, biochemical, absorbance, leukemia target | Tyrosine-protein phosphatase non-receptor type 7 (Homo sapiens), P35236 | recombinant HePTP phosphatase activity, OD absorbance | inhibition, % at 20 µM | 110,000 tested, 0.64% active | AID 521, 2006; in the data active = inhibition above about 50%;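 also: plate controls were vehicle for no effect and reference inhibitor for full effect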
# Target sequence (P35236 whole entry, looked up): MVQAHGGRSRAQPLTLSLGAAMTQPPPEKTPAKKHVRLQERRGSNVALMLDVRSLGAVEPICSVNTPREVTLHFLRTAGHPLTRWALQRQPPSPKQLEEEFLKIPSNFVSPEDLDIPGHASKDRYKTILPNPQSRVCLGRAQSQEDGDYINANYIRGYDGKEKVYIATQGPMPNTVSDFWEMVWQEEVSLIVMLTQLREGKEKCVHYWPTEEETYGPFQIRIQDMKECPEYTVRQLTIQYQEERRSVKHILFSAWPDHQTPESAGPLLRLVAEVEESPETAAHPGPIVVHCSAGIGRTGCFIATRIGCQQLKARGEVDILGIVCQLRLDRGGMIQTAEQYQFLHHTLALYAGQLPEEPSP
# Numbers without * were called inactive; / = not tested or not shown; & = joins results of further samples.
SMILES,BAP1 block,HePTP inh
COC(=O)c1c(NC(=O)c2ccco2)sc(C)c1C,/,1
COc1cc(C2C3C(=O)N(Cc4ccccc4)C(=O)C3ON2c2ccccc2)cc(OC)c1OC (stereo not drawn),81,-7
Cn1cccc1Cc1nnc(SCC(=O)Nc2cccc(Cl)c2)n1-c1ccc(F)cc1,90,6
COc1ccccc1N1CCN(C(c2ccc(Cl)cc2)c2nnnn2C(C)(C)C)CC1 (stereo not drawn),95,10
Oc1ccc(C=NCC2COc3ccccc3O2)cc1 (stereo not drawn),/,2&-2
C=CCN1C(=O)/C(=C\c2ccc(-c3ccc(Cl)c(Cl)c3)o2)SC1=S,/,-3
Cc1ccc(C(=O)Nc2ccccc2C(=O)NC2CCCCCC2)cc1,/,2
COc1ccc(-c2nnc(SCC(=O)NC3CCCC3)n2-c2ccccc2)cc1,/,-8
CC1CCN(C(=O)c2ccc3nc4c5ccccc5c5ccccc5c4nc3c2)CC1,/,-3
OCCNC1CCCc2c1[nH]c1ccc(-c3ccccc3)cc21 (stereo not drawn),/,0
COc1ccc(NC(=O)CCN2CCCC(C)C2)cc1 (stereo not drawn),86,8
O=C(Cn1cnc([N+](=O)[O-])n1)Nc1ccc(F)cc1F,/,7
COc1ccc2[nH]cc(C(=O)CN3CCCC(C)C3)c2c1 (stereo not drawn),101,8
CC(=O)CC(=O)Nc1ccc(F)cc1F,/,-3
O=C(Cn1c(-c2cncs2)nc2ccccc21)NC1CCCC1,90,1
COc1cc(/C=C2/C(=O)NC(=O)N(c3cccc(F)c3)C2=O)ccc1OCc1ccc(C(=O)O)cc1,/,-8
CCc1ccccc1NC(=O)C1CC(=O)N(c2ccc(Br)cc2)C1 (stereo not drawn),/,0
S=C(NCC(c1ccccc1)c1ccccc1)Nc1ccc(Cl)cc1,/,-4
Cc1cc(C)c(-c2cc(C(=O)Nc3c(C)n(C)n(-c4ccccc4)c3=O)[nH]n2)c(O)c1,141,4
O=C(/C=C/c1ccccc1)N1CCN(c2ccc(F)cc2)CC1,/,10
CCn1cc(C2N3CC4(C)CN2CC(C)(C3)C4=O)c2ccccc21 (stereo not drawn),90,-2
CC(NC(=O)c1ccco1)C1COc2ccccc2O1 (stereo not drawn),/,8
CCOC(=O)C1=C(O)CSC1=Nc1ccc(Cl)cc1Cl,/,-10
CC(=O)Nc1cccc(OCC(=O)Nc2ccc(F)cc2)c1,98,7
COc1ccc(NC(=O)CCNC(C)=O)cc1NS(=O)(=O)c1ccc(F)cc1,93,0
CSCSC1=C(C#N)C(c2ccccc2Cl)C(C(C)=O)=C(C)N1 (stereo not drawn),86,9
CSCCC(NC(C)=O)C(=O)Oc1ccc2c3c(c(=O)oc2c1)CCCC3 (stereo not drawn),/,8
O=C(CSCc1cccc(Br)c1)NCCc1ccc(Cl)cc1,/,4
CC(=O)c1ccc(NC(=O)CSc2nnc(Cn3c(=O)sc4ccccc43)n2C)cc1,89,2
Cc1[nH]c(=O)c(C(=O)/C=C/c2ccccc2Cl)c2c1CCCC2,/,0
O=C(O)C1C2CCC(O2)C1C(=O)NCc1ccncc1 (stereo not drawn),94,-8
O=C(COc1cccc2ccccc12)N1CCN(c2ccccc2)CC1,/,-5
Cc1nnc(NC(=O)C2CCCN(c3ncccn3)C2)s1 (stereo not drawn),88,6
CCCn1cnc2cc(NCc3ccccn3)ccc21,90,4
CCC(C)NC(=O)C1CCC(=O)N(c2cc(OC)c(OC)c(OC)c2)C1c1ccc(OC)cc1 (stereo not drawn),/,7
CCN1CCN(C(=O)c2ccc(F)cc2)CC1,/,9
O=C(O)CN1C(=O)/C(=C\c2ccccc2Cl)SC1=S,/,-6
O=C1NC(=S)N/C1=C\c1ccccc1F,/,1
CCOc1ccc(N=C2SC(C(=O)Nc3ccc(C(=O)O)cc3)CC(=O)N2C)cc1 (stereo not drawn),50,/
Cc1cc(C(F)(F)F)nc(SCC(=O)NCc2cccc(C(F)(F)F)c2)n1,139,/
CCOc1cc(N2CCOCC2)c(OCC)cc1NC(=O)c1cc(-c2ccco2)nc2ccccc12,/,9
CCCC1CCC(c2nc(-c3cccnc3)no2)CC1 (stereo not drawn),97,10&6
Cn1c(=O)c(-c2nc3ccccc3[nH]2)c(O)c2ccccc21,/,3
Cc1cc(NC(=O)c2cc(C3CC3)on2)no1,87,-2
COc1ccc(OC)c(/C=N/Nc2nc3cc(C)ccc3cc2C)c1,/,5
COc1ccc(NC2=NCC(=O)N2c2ccccc2)c(OC)c1,/,2
O=C(CCCc1nc2ccccc2s1)Nc1nccs1,104,6
c1ccc2c(NC3CCCC3)nnc(NC3CCCC3)c2c1,80,-3
O=C(Cn1c(NCCO)nc2ccccc21)NCCc1ccccc1,100,2
COCCc1nnc(NC(=O)c2ccc([N+](=O)[O-])cc2)s1,111,/
# Continuation:
SMILES,BAP1 block,HePTP inh
COc1cc(CNc2ccc3c(c2)CCC3)cc(OC)c1O,100,2&6
CC(=O)N1c2ccc(C)cc2C(Nc2ccc(C)cc2)CC1C (stereo not drawn),/,3
CC(=O)CSc1nc2ccc(Nc3nc(N4CCOCC4)nc(N4CCOCC4)n3)cc2s1,85,5
Cn1c(=O)n(CCc2ccccc2)c(=O)c2c1nc1n2CCCN1Cc1ccccc1,120,6
CCS(=O)(=O)N1CCC(C(=O)N2CCc3ccccc3C2)CC1,92,-1
CCOc1ccc2[nH]c(=O)c(CN(Cc3ccc(F)cc3)C(=O)N3CCCC3)cc2c1,/,-3
COc1ccc(Cl)cc1NC(=O)COc1cccc(-n2cnnn2)c1,96,8
CCCCCOC(=O)Cc1c(O)c2ccccc2n(C)c1=O,96,6
O=C(CNC(=O)c1ccc(Cl)cc1Cl)c1ccccc1,/,3
CC1=CC(C)(C)Nc2ccc(OC(=O)c3sc4cc([N+](=O)[O-])ccc4c3Cl)cc21,/,-6
COCCNC(=O)CSc1nc2ccccc2c(=O)n1-c1cccc(OC)c1,89,-9
Cc1ccc([N+](=O)[O-])cc1-c1ccc(/C=C2/C(=O)NC(=O)N(C)C2=O)o1,/,6
CCC(=O)N1c2ccccc2NC2=C(C(=O)CC(C)(C)C2)C1c1ccc(C#N)cc1 (stereo not drawn),/,-16
COc1cc(Cl)c(C)cc1NC(=O)CSc1nnc(-c2ccco2)n1CC(C)C,129,4
O=C(/C=C1\NC2(CCCC2)Cc2ccccc21)N1CCOCC1,80,-9
O=C(COc1ccccc1)NNC(=O)COc1ccc([N+](=O)[O-])cc1,/,-12
CCOc1ccc(C(=O)Nc2ccc(N(CC)CC)cc2)cc1,/,6
CC1=C(C(=O)OCc2ccc(C)cc2)C(c2ccccc2OC(C)C)NC(=O)N1 (stereo not drawn),58,/
CC1=C(C(=O)OCCc2ccccc2)C(c2ccc(Br)cc2)C2=C(CCCC2=O)N1 (stereo not drawn),/,3
CCN(c1cccc(C)c1)S(=O)(=O)c1cccc2nsnc12,/,2
CN(C)c1ccc(/C=C2/C=C(c3ccccc3)OC2=O)cc1,/,-1
COc1ccc(N2CCN(CC(=O)Nc3nc4c(s3)CC(C)CC4)CC2)cc1 (stereo not drawn),94,2
CS(=O)(=O)NCCSCc1ccco1,108,14
COCCOC(=O)C1=C(C)Nc2ncnn2C1c1ccccc1 (stereo not drawn),94,12
Cc1oc(-c2ccc(Cl)cc2)nc1CN1CCCC(C(=O)NCc2cccnc2)C1 (stereo not drawn),133,11
CCC(C(=O)Nc1ccc(C)cc1C)c1ccccc1 (stereo not drawn),/,1
CCn1c(SCC(=O)Nc2nccs2)nnc1-c1ccncc1,77,0
O=C(COc1ccccc1Cl)NCc1ccncc1,97,0
COc1ccc(-c2ccc(/C=N/NC(=O)c3ccncc3)o2)c([N+](=O)[O-])c1,/,-2
Cc1ccc(N2CCN(CC(O)Cn3c4ccccc4c4ccccc43)CC2)cc1 (stereo not drawn),/,-10

# Grouped by structure, the entries above containing a Cl atom.
SMILES,BAP1 block,HePTP inh
Cn1cccc1Cc1nnc(SCC(=O)Nc2cccc(Cl)c2)n1-c1ccc(F)cc1,90,6
COc1ccccc1N1CCN(C(c2ccc(Cl)cc2)c2nnnn2C(C)(C)C)CC1 (stereo not drawn),95,10
C=CCN1C(=O)/C(=C\c2ccc(-c3ccc(Cl)c(Cl)c3)o2)SC1=S,/,-3
S=C(NCC(c1ccccc1)c1ccccc1)Nc1ccc(Cl)cc1,/,-4
CCOC(=O)C1=C(O)CSC1=Nc1ccc(Cl)cc1Cl,/,-10
CSCSC1=C(C#N)C(c2ccccc2Cl)C(C(C)=O)=C(C)N1 (stereo not drawn),86,9
O=C(CSCc1cccc(Br)c1)NCCc1ccc(Cl)cc1,/,4
Cc1[nH]c(=O)c(C(=O)/C=C/c2ccccc2Cl)c2c1CCCC2,/,0
O=C(O)CN1C(=O)/C(=C\c2ccccc2Cl)SC1=S,/,-6
COc1ccc(Cl)cc1NC(=O)COc1cccc(-n2cnnn2)c1,96,8
O=C(CNC(=O)c1ccc(Cl)cc1Cl)c1ccccc1,/,3
CC1=CC(C)(C)Nc2ccc(OC(=O)c3sc4cc([N+](=O)[O-])ccc4c3Cl)cc21,/,-6
COc1cc(Cl)c(C)cc1NC(=O)CSc1nnc(-c2ccco2)n1CC(C)C,129,4
Cc1oc(-c2ccc(Cl)cc2)nc1CN1CCCC(C(=O)NCc2cccnc2)C1 (stereo not drawn),133,11
O=C(COc1ccccc1Cl)NCc1ccncc1,97,0

# The list continues:
SMILES,BAP1 block,HePTP inh
CCn1c(=O)c(C(=O)NCCN2CCCCC2)c(O)c2ccccc21,118,-1
Cc1nc2sc(C(c3cccs3)N3CCN(c4ccccc4)CC3)c(O)n2n1 (stereo not drawn),87,0
CCCCOn1c(C)c(C(=O)OCC)c2c3nonc3ccc21,/,-5
Cn1c(=O)c2c(ncn2CC(=O)NC(C)(C)C)n(C)c1=O,116,5
Cc1ccc2nc3c(cc(C(N)=S)c(=N)n3CCCOC(C)C)c(=O)n2c1,124,-4
COc1cc(OC)c(OC)cc1/C=N/NC(=O)c1cc(-c2ccc(Cl)cc2)n[nH]1,/,-12
CCOc1ccc2[nH]c(=O)c(CN(CCc3ccccc3)C(=O)c3cnccn3)cc2c1,113,1
Cc1cc2c(cc1Cl)N(C(=O)Nc1ccnc3ccccc13)CC2,82,/
COc1nc(NCCc2ccc(OC)c(OC)c2)nc(NC(C)(C)CO)n1,94,13
O=C(Nc1ccc(N2CCOCC2)cc1)c1ccccc1Br,106,14
Cn1c(NC(=O)c2ccc(Br)o2)cc(=O)n(C)c1=O,97,/
O=C1OC(Nc2nc3ccccc3s2)c2ccccc21 (stereo not drawn),/,2
Cc1nc(NC(=O)/C=C/c2ccc(F)cc2)sc1C,/,-5
CC1CCN(Cc2ccc(-c3nn[nH]n3)cc2)CC1,107,-10
CC(=O)Nc1ccc(S(=O)(=O)NCC2CCC(C(=O)NCCCN3CCCC3=O)CC2)cc1 (stereo not drawn),101,5
COc1cc(/C=N/NS(=O)(=O)c2ccc3ccccc3c2)ccc1OCC(N)=O,/,2
O=C(NCCc1ccncc1)Nc1ccc(Cl)cc1,50,11
CC(=O)Nc1ccc(NC(=O)C(C)Oc2ccccc2F)cc1 (stereo not drawn),53,14
O=C1C(=O)N(CN2CCN(CN3C(=O)C(=O)c4ccccc43)C2)c2ccccc21,/,-14
O=C(c1ccc(Br)o1)N1CCCCC1,/,-12
COc1cccc(-c2nc(-c3ccccc3)c(-c3cc([N+](=O)[O-])ccc3C)[nH]2)c1OC,71,-7
O=C(COc1ccc([N+](=O)[O-])cc1)NNC(=O)c1ccccc1Cl,/,-4
O=C1S/C(=C/c2ccc(Cl)c([N+](=O)[O-])c2)C(=O)N1c1ccccc1,/,6
O=C(O)c1ccc2c(c1)NC(=O)C(N1CCCC1)S2 (stereo not drawn),100,2
CN(C)CCCN1C(=O)C(=O)/C(=C(/O)c2ccc3c(c2)OCCO3)C1c1ccccn1 (stereo not drawn),68,-3
COc1ccc2c(c1)CCc1c(C(=O)Nc3ccc(OC)c(OC)c3)noc1-2,98,9
Cc1ccc(C)c(NC(=O)c2sc3cc(C)ccc3c2Cl)c1,/,4
CCCn1nnnc1SCC(=O)c1ccc2c(c1)OCCO2,98,2
COc1ccc(N=C2CC(C)(C)CC(=O)/C2=C(O)\C=C\c2ccccc2)cc1,/,9
CCOC(=O)C1CCCN(Cc2ccccc2F)C1 (stereo not drawn),121,3
COc1cc(C(=O)OCC(=O)N2CCCC2)cc(OC)c1OC,104,1
CCCCC(CC)CNC(=O)C(=O)NCC1CCCO1 (stereo not drawn),/,-8
COc1ccc(S(=O)(=O)Nc2cc(Cl)ccc2C)cc1,/,1
COC(=O)C(F)(Sc1c(C)n(C)n(-c2ccccc2)c1=O)C(F)(F)F (stereo not drawn),94,7
CN=C1SC(CC(=O)NCCc2ccc(OC)c(OC)c2)C(=O)N1C (stereo not drawn),100,-4
CC(C)(C)c1ccc(C(=O)C=[N+]=[N-])cc1,/,-9
CN(/C(=N/S(=O)(=O)c1ccccc1)c1ccccc1)S(=O)(=O)c1ccccc1,/,7
CC(C)(C)CC(C)(C)N=C1NS(=O)(=O)c2cc([N+](=O)[O-])ccc21,/,-4
O=C(NCCCn1ccnc1)NC1CCCCC1,/,-1
O=C(Nc1cccnc1)c1ccc(CN(c2ccccc2)S(=O)(=O)c2ccccc2)cc1,/,104*
COc1cccc(/C=C2\C(=O)NN(c3ccccc3)C2=O)c1OC,/,1
CCOc1ccc(Nc2cc(C)nc(N3CCOCC3)n2)cc1,99,9
Cc1cc(C)c2c(c1)OC(O)(C(F)F)CC2=O (stereo not drawn),111,6
O=C1CSC(c2ccncc2)N1Cc1ccco1 (stereo not drawn),/,-4
O=C1C2CCCC1C(c1ccc3c(c1)OCO3)NC2c1ccc2c(c1)OCO2 (stereo not drawn),/,9
O=c1cc(-c2ccccc2)c2c([nH]1)CCCC2,53,0
